Screens: PubChem, National Center for Advancing Translational Sciences (NCATS)
TCR activator – activators of T cell receptors; primary human leukocytes, anti-CD3, IL-2 HTRF, 48 h; Potency, µM (series often up to 9.22 µM), without a hit: at the highest dose activation of IL-2 secretion, usual class: activators; 330,000 tested, under 10 active; also: % of control where 0% means no effect
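IL-2 produced over 48 hr by a-CD3 bead-stimulated primary human leukocytes exposed to compounds was detected with a homogeneous time-resolved FRET immunoassay, 665nm acceptor signal after 320nm excitation.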
Integrin act MD – integrin-mediated muscular dystrophy alleviation activation. alpha7betagal myoblasts, beta-gal FDG fluorescence, 48 h. AID 624291. Potency, µM (highest dose often 38.3 µM), for inactives: at the top dose activation, usual class: activators. 350,000 tested, 0.064% active;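 also: potency is read from the fitted curve at half-maximal effect; 100% = response of the positive control SU9516; nearly all actives have a fitted effect of over 60% in size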
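Alpha7betagal+/- myoblasts (passage 13) were plated 16-24 hr, then exposed to compounds (1:260 dilution of DMSO stock) for 48 hours at 37C. After MPER lysis, β-galactosidase reporter activity was read as FDG fluorescence (ex 480/em 540) after 30 minutes.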
A-T KAP1 phos – potential ataxia-telangiectasia treatment. […] A-T fibroblasts, KAP-1 phosphorylation AlphaLISA; neocarzinostatin DNA damage 30 min before lysis. Potency, µM (top dose mostly 57.5 µM), inactives show at the highest dose activation, hits mostly activators. 320,000 tested, 0.19% active; also: potency is read from the fitted curve at half-maximal effect; % of control where 0% means no effect; nearly all actives have a fitted effect of over 45% in size
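hTERT-immortalized A-T patient fibroblasts ([…]), 500 cells/well in OPTI-MEM, 1% FBS, got compounds for 60 min, then NCS for 30 min at 37C. Lysates were then assayed for phospho-KAP-1 by AlphaLISA (anti-pKAP1 donor, anti-KAP1 acceptor beads), 6 hr at 25C.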
MBNL1 CUG block – MBNL1-poly(CUG) RNA binding inhibition | Q9NR56 | TR-FRET MBNL1-His/biotin-(CUG)12 binding, 665/545 ratio | Potency, µM (titrated, usually from 57.5 µM), without a hit: at the top dose activity change, negative = inhibition, hits mostly inhibitors | 280,000 tested, 0.036% active; active = well fitted inhibition curve with a large enough effect in the signal ratio, with a control signal flat, not every such curve was filed as active; inconclusive = small, poorly fitted or top-dose-only effect, or effect the other way, or a change in a side signal; inactive = no such curve, though single readings can be large or run the other way; the % refers to the signal ratio; also: potency is read from the fitted curve at half-maximal effect; % is scaled to controls: 0 for no effect and ±100 for the full control effect
Target sequence (Q9NR56 whole entry, looked up): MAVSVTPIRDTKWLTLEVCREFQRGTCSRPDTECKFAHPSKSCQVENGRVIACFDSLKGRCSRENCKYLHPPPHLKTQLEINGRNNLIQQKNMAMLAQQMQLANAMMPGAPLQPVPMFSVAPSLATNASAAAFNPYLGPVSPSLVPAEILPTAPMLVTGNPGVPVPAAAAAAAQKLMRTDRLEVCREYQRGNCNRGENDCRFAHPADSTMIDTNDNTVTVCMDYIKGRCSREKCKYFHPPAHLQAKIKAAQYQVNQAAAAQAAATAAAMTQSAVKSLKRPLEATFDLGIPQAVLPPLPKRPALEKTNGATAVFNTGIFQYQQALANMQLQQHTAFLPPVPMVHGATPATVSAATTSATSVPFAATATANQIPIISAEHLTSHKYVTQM
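Compound titration spanned 92 nM–58 uM against the MBNL1-His/biotin-(CUG)12 complex. After 60 min at room temperature with 5 nM streptavidin-XL665 and 0.055 ng/ul terbium anti-His, ratiometric 665/545 nm emission (Ex 340 nm) normalized to controls.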
Menin-MLL TR inh – inhibitors of human menin-MLL interaction, mutant MLL peptide; O00255; Menin + Texas Red MLL mutant peptide, fluorescence polarization; Potency, µM (titrated, usually from 61.6 µM), without a hit: at the highest dose FP activity change, negative = inhibition, actives largely listed as inhibitors; 270,000 tested, 0.23% active; AID 1768; active = well fitted inhibition curve with a large enough effect in the polarisation, with a control signal flat, not every such curve was filed as active; inconclusive = small, poorly fitted or top-dose-only effect, or effect the other way, or a change in a side signal; inactive = no such curve, though single readings can be large or run the other way; the % refers to the polarisation; also: potency is read from the fitted curve at half-maximal effect; % of control where 0% means no effect; many of its hits are not listed in these tables
TSG101-PTAP inh – blocks PTAP/TSG101 interaction to inhibit HIV-1 budding. Q99816. Fluorescence polarization, FITC-PTAP peptide / Tsg101 binding. Potency, µM (titrated, usually from 115 µM), for inactives: at the top dose activity change, negative = inhibition, most hits filed as inhibitors. 340,000 tested, under 10 active; active = well fitted inhibition curve with a large enough effect in the main read-out, with a control signal flat, not every such curve was filed as active; inconclusive = small, poorly fitted or top-dose-only effect, or effect the other way, or a change in a side signal; inactive = no such curve, though single readings can be large or run the other way; also: potency is read from the fitted curve at half-maximal effect; % of control where 0% means no effect
Target sequence (Q99816 whole entry, looked up): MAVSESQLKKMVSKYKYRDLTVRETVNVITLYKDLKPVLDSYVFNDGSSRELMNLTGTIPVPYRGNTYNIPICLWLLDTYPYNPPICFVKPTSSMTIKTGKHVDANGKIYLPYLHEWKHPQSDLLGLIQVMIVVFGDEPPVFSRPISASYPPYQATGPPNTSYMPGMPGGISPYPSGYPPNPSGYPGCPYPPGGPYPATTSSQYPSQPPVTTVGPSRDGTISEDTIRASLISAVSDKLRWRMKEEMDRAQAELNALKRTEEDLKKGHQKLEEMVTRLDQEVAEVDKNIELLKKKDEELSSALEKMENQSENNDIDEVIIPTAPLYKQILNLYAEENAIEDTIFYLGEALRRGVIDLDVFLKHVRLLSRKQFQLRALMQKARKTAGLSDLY
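Tsg101 binding domain (10 uM final) was mixed with compound and a FITC-labeled PTAP peptide (50 nM final) in HEPES pH 7.5 buffer with NaCl, Tween 20, EDTA and TCEP; fluorescence polarization was read after 20 min at r.t.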
TSHR antag – blocks TSH signaling through the human TSH receptor; 330,000 tested, 0.2% active; TSHR-expressing cells, TSH-stimulated cAMP HTRF, 2 h; active compounds read low; AID 504810; P16473; activity change, negative = inhibition, % at 11.5 µM;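 active = activity change below a set negative limit, meaning inhibition stronger than a set level, cut at about -70% in these data; inconclusive = activity change between two set negative limits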; also: % is scaled to controls: 0 for no effect and ±100 for the full control effect
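TSHR-expressing cells, 200/well, pre-treated with compound, then stimulated with EC80 TSH (4nM final) for 2 hours at 37 deg C. cAMP measured by competitive HTRF: anti-cAMP cryptate antibody in lysis buffer plus cAMP-d2, read after 30 minutes at room temperature.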
S-ASM inh – human S-ASM enzyme inhibition | P17405 | placental ASM, HMU-PC fluorogenic substrate, 60 min | Potency, µM (top dose mostly 57.5 µM), without a hit: top-dose activity change, negative = inhibition, actives largely listed as inhibitors | 340,000 tested, 0.006% active; also: potency is read from the fitted curve at half-maximal effect
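Human placenta-derived ASM enzyme was preincubated with compound for 10 minutes at room temperature, then given fluorogenic substrate HMU-PC0 (9 uM final) for 60 minutes at 37 °C; a pH 10 stop preceded fluorescence reading at Ex 386/Em 447 nm.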
Mito fusion act – inhibitors of mitochondrial division or activators of mitochondrial fusion; AID 485298; 320,000 tested, 0.23% active; S. cerevisiae fusion-defective mutant growth rescue, CellTiterGlo 48 h; Potency, µM (titrated, usually from 46.1 µM), inactives show top-dose growth rescue (activation), most hits filed as activators;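 also: potency is read from the fitted curve at half-maximal effect; % of control where 0% means no effect; nearly all actives have a fitted effect of over 45% in size; temperature-sensitive fusion mutants such as fzo1-1 at 37 °C on non-fermentable ethanol glycerol medium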
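Yeast fusion mutant, YPEG (non-fermentable carbon), compound, 48 h at 37C non-permissive; CellTiterGlo added, 10 min RT, luminescence read. Rescued growth = division inhibition.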
MLL CXXC-DNA inh – blocks binding of human MLL CXXC domain to DNA; Q03164; MLL-CXXC / FITC-HOXA9 DNA fluorescence polarization; Potency, µM (top dose mostly 115 µM), for inactives: at the top dose activity change, negative = inhibition, most hits filed as inhibitors; 290,000 tested, 0.037% active; AID 2662; active = well fitted inhibition curve with a large enough effect in the polarisation, with a control signal flat, not every such curve was filed as active; inconclusive = small, poorly fitted or top-dose-only effect, or effect the other way, or a change in a side signal; inactive = no such curve, though single readings can be large or run the other way; the % refers to the polarisation; also: potency is read from the fitted curve at half-maximal effect
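Purified MLL-CXXC (added from a 7 uM solution) was preincubated 5 min at ambient with pinned compounds in 50 mM Tris-HCl pH 7.5, 50 mM NaCl, 1 mM DTT, 0.05% BSA. Fluorescein-labeled HOX-A9 DNA (50 nM solution) followed, 30 min, then polarization read.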
* hit, by the source's call; i = inactive; ? = inconclusive; . = no result given; [ ] = remark or other dose. Unless noted, calls follow the shape of the dose curve; as a rule, active = well fitted curve in the direction sought with a large enough effect; inconclusive = small, poorly fitted or top-dose-only effect, or another doubt; inactive = no such curve, though single readings can be large; an effect the other way counts as inactive or inconclusive. This is a subset, so the mix of outcomes need not match the whole.

entry	compound	TCR activator	Integrin act MD	A-T KAP1 phos	MBNL1 CUG block	Menin-MLL TR inh
1	COc1ccc(CCn2c(C)cc(C(=O)CSc3nnnn3C)c2C)cc1	8%	4%	-10%	-3%	-27%
2	Cc1ccccc1NC(=O)CN1CCOCC1	0%	-25%	9%	93%[activator]	16%
3	CCc1nn(CC(=O)NCCCN2CCCC2=O)c(=O)c2cc3sccc3n12	8%	-14%	1%	3%	-12%
4	CN(CCOC(=O)c1ccc2c(c1)OCCO2)C(C)(C)C	6%[46.1 µM]	11%	-4%	2%	1%
5	CS(=O)(=O)N1Cc2ccccc2CC1C(=O)OCC(=O)Nc1ccc2ccccc2c1 (centres undefined)	1%	9%	.	5%	?
6	Cc1ccc(C(=O)/C=C/c2ccc3c(c2)OCCO3)c(O)c1	-5%	1%	23%	3%	.
7	CCC1(c2ccc(F)cc2)NC(=O)N(CC(=O)Nc2ccc(C)c(S(=O)(=O)N3CCOCC3)c2)C1=O (centres undefined)	-22%	-28%	-2%	-3%	2%
8	O=C1CCCN1CCCN=c1c([N+](=O)[O-])nn(-c2ccc(Cl)cc2)n1O	4%	11%	5%	?	-2%

entry	TSG101-PTAP inh	TSHR antag	S-ASM inh	Mito fusion act	MLL CXXC-DNA inh
1	-2%	-14	0%	-3%	0%
2	2%	4	8%	6%	-1%
3	0%	0	2%	-3%	6%
4	-1%	10	5%	-5%	-7%
5	-10%	8	-14%	-5%	16%
6	-1%	-16	14%	-6%	40%[activator]
7	-2%	-3	-2%	-4%	-7%
8	2%	-3	-6%	2%	?

Carrying on.
entry	compound	TCR activator	Integrin act MD	A-T KAP1 phos	MBNL1 CUG block	Menin-MLL TR inh
9	O=C(Nc1cc(C(F)(F)F)ccc1F)C1CCC1	2%	-37%[inhibitor]	7%	2%	?
10	O=C(Nc1ccccc1Br)c1cc(=O)c2ccccc2o1	0%	?	3%	59%[activator]	?
11	CN(C)c1ccc(NC(=O)c2ccc3nsnc3c2)cc1	.	12%	-9%	?	-26%
12	CCOc1ccccc1NS(=O)(=O)c1c(C)[nH]c(C)c1C(=O)N1CCCCC1	-1%	?	5%	7%	4%
13	CC12CCC(=O)N1c1c(sc3nc(N4CCOCC4)c4c(c13)CCCC4)C(=O)N2 (centres undefined)	-5%	3%	.	28%	?
14	O=C(COC(=O)c1n[nH]c(=O)c2ccccc12)Nc1ccccc1F	11%	10%	2%	.	.
15	CCCNC(=S)N1CCC(NC(=O)C2CCCCC2)CC1	.	1%	5%	0%	0%
16	COc1cccc(/C=N/NC(=O)COc2cccc3cccnc23)c1O	-3%	0%	-8%	8%	-1%

entry	TSG101-PTAP inh	TSHR antag	S-ASM inh	Mito fusion act	MLL CXXC-DNA inh
9	-2%	12	4%	-2%	9%
10	-7%	-5	-14%	5%	4%
11	-2%	-3	-2%	3%	-2%
12	-1%	9	3%	-6%	6%
13	-4%	25	i	-4%	8%
14	-3%	-6	2%	.	.
15	-4%	8	1%	0%	8%
16	-5%	-11	3%	2%	5%

Other results:
entry	compound	TCR activator	Integrin act MD	A-T KAP1 phos	MBNL1 CUG block	Menin-MLL TR inh
17	COc1ccc(C(=O)Nn2c(SCC(=O)N3CCC(C)CC3)nc3ccccc3c2=O)cc1	-4%	1%	-3%	6%	15%
18	COc1ccc(C2c3c(oc4ccccc4c3=O)C(=O)N2CCCN2CCOCC2)cc1 (centres undefined)	1%	-38%[inhibitor]	.	.	.
19	COc1ccc(Cl)cc1C(=O)NNC(=S)NC1CCCCC1	2%	17%	14%	-12%	.
20	COc1ccc(C(=O)Nc2c3c(nn2-c2ccc(Cl)cc2)CS(=O)(=O)C3)cc1	1%	?	-3%	-4%	22%
21	O=c1cc(-c2nn[nH]n2)[nH]c(=O)[nH]1	1%	-20%	.	.	.
22	Cc1cnc(C(=O)N2CCCC(C(=O)c3ccc(C(F)(F)F)cc3)C2)cn1 (centres undefined)	2%	-15%	6%	-1%	?
23	Cc1ccc(O)c(NC(=O)c2cccc(NC(=O)c3ccco3)c2)c1	7%	-12%	-1%	-1%	7%
24	CCOC(=O)c1c(N)c2cc([N+](=O)[O-])ccc2n1C	3%	-25%	-3%	.	.

entry	TSG101-PTAP inh	TSHR antag	S-ASM inh	Mito fusion act	MLL CXXC-DNA inh
17	-3%	36	-7%	1%	-8%
18	-4%	.	1%	.	.
19	1%	-2	4%	-2%	-7%
20	-1%	17	-9%	-7%	2%
21	-5%	.	0%	.	.
22	0%	-17	-2%	21%	?
23	-4%	17	-2%	-2%	0%
24	6%	-1	-1%	19%	-16%

The results go on.
entry	compound	TCR activator	Integrin act MD	A-T KAP1 phos	MBNL1 CUG block	Menin-MLL TR inh
25	COc1cc(NC(=O)c2ccccc2)ccc1NC(=O)c1cc2ccccc2o1	-21%	7%	18%	-3%	20%
26	C=CCNS(=O)(=O)c1ccc(C(=O)OCc2cc(=O)oc3cc(OC)ccc23)cc1	3%	-37%	9%	8%	5%
27	COc1cccc(NC2=C(Cl)C(=O)OC2OC(=O)c2ccco2)c1 (centres undefined)	7%	-28%	8%	1%	1%
28	CCC(=O)Nc1c2c(nn1-c1ccc(OC)cc1)CS(=O)C2 (centres undefined)	3%	32%	1%	10%	11%
29	O=C(CCN1CCN(CCO)CC1)Nc1ccc(C2CCCC2)cc1	1%	-47%	9%	4%	-21%
30	CCOc1ccc(CCNC(=O)COC(=O)c2ccncc2)cc1OCC	2%	9%	14%	.	.
31	O=C(CCCCC(=O)Nc1ccc(F)cc1F)Nc1ccc(F)cc1F	-61%	-16%	.	.	.
32	O=C(Nc1cccc(Cl)c1)Nc1cnccn1	-8%	?	1%	-3%	?

entry	TSG101-PTAP inh	TSHR antag	S-ASM inh	Mito fusion act	MLL CXXC-DNA inh
25	0%	13	46%[activator]	2%	3%
26	-1%	-11	-3%	-1%	6%
27	-4%	-3	1%	5%	96%[activator]
28	-1%	6	4%	2%	8%
29	-1%	-10	-2%	3%	16%
30	-5%	.	5%	.	.
31	0%	.	3%	.	.
32	2%	3	1%	0%	-11%

Next compounds follow:
entry	compound	TCR activator	Integrin act MD	A-T KAP1 phos	MBNL1 CUG block	Menin-MLL TR inh
33	CCOc1cc(/C=N/NC(=O)c2cccnc2)ccc1OC(=O)c1ccco1	-1%	3%	-2%	10%	12%
34	Cc1ccccc1Oc1nc2c(C)cccn2c(=O)c1/C=C(\C#N)C(=O)NC1CCS(=O)(=O)C1 (centres undefined)	0%	-22%	24%	.	.
35	COc1ccc(S(=O)(=O)N2CCC(C(=O)NCc3ccncc3)CC2)cc1C	13%	16%	-10%	-2%	0%
36	O=C(CN1C(=O)COc2ccccc21)N(CCCN1CCOCC1)CC1CC=CCC1 (centres undefined)	-3%	5%	1%	-9%	-2%
37	COC(=O)c1ccc(CN2CCC(n3nccc3NC(=O)C3CC3)CC2)cc1	-5%	-13%	14%	9%	-11%
38	C#CCOc1ccc(C2C3=C(CC(C)(C)CC3=O)N(CC(=O)O)C3=C2C(=O)CC(C)(C)C3)cc1OC	0%	?	-7%	26%	-19%
39	CCOC(=O)C1=C(Cn2cnc3ccccc32)NC(=O)NC1c1cc(C)ccc1C (centres undefined)	-4%	4%	-1%	-1%	4%
40	CCCCn1nc2cc(C(=O)NCCc3ccc(C)cc3)ccc2c1OCC	-5%	-19%	7%	7%	?

entry	TSG101-PTAP inh	TSHR antag	S-ASM inh	Mito fusion act	MLL CXXC-DNA inh
33	-1%	-1	-3%	3%	60%[activator]
34	1%	-3	145%[activator]	?	1%
35	-5%	-3	-4%	-3%	?
36	0%	5	8%	27%	-6%
37	-3%	-8	2%	1%	-2%
38	-7%	-1	116%[activator]	0%	-3%
39	-2%	2	-12%	-2%	7%
40	-5%	9	17%	-3%	-6%
